# LMNA splice mod: modulators of lamin A splicing; HeLa LMNA splicing GFP/RFP minigene ratio, 48 h; Potency, µM (titrated, usually from 46.1 µM), for inactives: at the top dose ratio change, negative = inhibition, hits mostly inhibitors; AID 1487; 200,000 compounds, 0.01% hits; active = well fitted inhibition curve with a large enough effect in the signal ratio, with a control signal flat, not every such curve was filed as active; inconclusive = small, poorly fitted or top-dose-only effect, or effect the other way, or a change in a side signal; the % refers to the signal ratio; also: potency is read from the fitted curve at half-maximal effect; % is scaled to controls: 0 for no effect and ±100 for the full control effect
#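 S3 HeLa stable clones carrying a lamin A-EGFP splicing minigene plus DsRed2 were seeded at 600 cells/well in Opti-MEM with 2% FBS, pin-dosed and incubated 48 h at 37°C. Acumen cytometry (488 nm) gave the GFP/RFP total-intensity ratio.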
# CBFb-RUNX1 inh: inhibitors of human CBF-beta and RUNX1 interaction; Q01196+Q13951; AlphaScreen CBFb-His/RUNX1-biotin binding, biochemical; Potency, µM (doses to about 59.8 µM), inactives show at the top dose activity, negative = inhibition, most hits filed as inhibitors; 230,000 tested, under 10 active; AID 1477; also: % of control where 0% means no effect
# Target sequence (Q01196 whole entry, looked up): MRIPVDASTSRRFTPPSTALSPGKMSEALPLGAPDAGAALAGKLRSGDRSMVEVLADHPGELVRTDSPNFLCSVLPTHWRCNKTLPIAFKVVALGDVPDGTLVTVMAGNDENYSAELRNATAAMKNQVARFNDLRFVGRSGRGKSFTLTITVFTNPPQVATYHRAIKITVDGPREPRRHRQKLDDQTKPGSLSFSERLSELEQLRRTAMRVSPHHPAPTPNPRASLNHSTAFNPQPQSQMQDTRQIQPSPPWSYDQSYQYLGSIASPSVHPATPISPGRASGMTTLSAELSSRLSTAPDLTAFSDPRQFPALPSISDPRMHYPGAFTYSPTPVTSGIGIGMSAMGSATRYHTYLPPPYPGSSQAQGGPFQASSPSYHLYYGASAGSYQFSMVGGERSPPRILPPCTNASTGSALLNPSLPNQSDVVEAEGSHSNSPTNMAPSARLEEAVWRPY
# Target sequence (Q13951 whole entry, looked up): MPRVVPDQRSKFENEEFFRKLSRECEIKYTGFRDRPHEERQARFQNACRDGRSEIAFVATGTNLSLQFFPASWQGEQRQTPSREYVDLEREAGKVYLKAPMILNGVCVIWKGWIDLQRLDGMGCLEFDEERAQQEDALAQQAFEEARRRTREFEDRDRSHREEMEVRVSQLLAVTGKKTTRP
#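 AlphaScreen binding: CBFb-His and RUNX1-biotin (30 nM each) preincubated 20 min, compound added for 15 min, then nickel and streptavidin beads for 90 min, all at room temperature. Disruption of the interaction by any mechanism counts as activity.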
# Epigenetic derep: epigenetic control regulation, reporter derepression | 280,000 compounds, 0.2% hits | murine LDR cells, GFP reporter derepression, 30 h | Potency, µM (highest dose often 53.9 µM), for the others: top-dose GFP activation, hits mostly activators; also: potency is read from the fitted curve at half-maximal effect; % of control where 0% means no effect; nearly all actives have a fitted effect of over 60% in size
#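 Reporter derepression read as number of fluorescent GFP-positive objects, 20-120 um in size, counted by laser-scanning cytometer. Mouse LDR line with an epigenetically silenced CMV-GFP locus; compound incubation 30 h, 37 C.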
# IMPase Li inh: membrane-permeable IMPase blocker, potentiated with lithium | CHO-M1 cells, IP1 TR-FRET (IP-One), carbachol + lithium | Potency, µM (top dose mostly 59.4 µM), inactives show top-dose activity, negative = IMPase inhibition, usual class: inhibitors | 210,000 compounds, 0.35% hits | AID 1457;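 also: IP1 builds up when IMPase is blocked and the TR-FRET signal falls; potency is read from the fitted curve at half-maximal effect; plate controls were basal vehicle for no effect and high inhibitor control for full effect; nearly all actives have a fitted effect of over 50% in size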
#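 CHO cells stably expressing M1 receptor (2000/well) were cultured 16–30 h, then exposed to compounds with a small lithium addition for 30 min at 37C. IP1 was measured by TR-FRET competition; AC50 from Hill fits.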
# HTT aggregate: mutant huntingtin aggregation inhibition | PC12 HttQ103-GFP aggregates, Acumen cytometry, 40 h | Potency, µM (top dose mostly 46.1 µM), without a hit: top-dose activity change, negative = inhibition, usual class: inhibitors | 220,000 compounds, 1.1% hits; also: potency is read from the fitted curve at half-maximal effect; % is scaled to controls: 0 for no effect and ±100 for the full control effect; nearly all actives have a fitted effect of over 60% in size
#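 Aggregates are detected as GFP objects 1–25 µm with signal 6 STDEV over background in lysates of induced PC12 cells. These carry Huntingtin exon 1 with 103 glutamines fused to GFP under an ecdysone promoter; compounds titrated.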
# KinaseGlo FLuc: Kinase-Glo luciferase inhibition (counter-screen); Q27757; Kinase-Glo luciferase, ATP luminescence, 8 min; Potency, µM (series often up to 38.3 µM), for inactives: at the highest dose activity change, negative = inhibition, most hits filed as inhibitors; 200,000 compounds, 0.28% hits; also: potency is read from the fitted curve at half-maximal effect; % is scaled to controls: 0 for no effect and ±100 for the full control effect; nearly all actives have a fitted effect of over 60% in size
#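 Compounds were added to a substrate mix at pH 7.2 (50 mM imidazole, 10 uM ATP, within the enzyme's linear range), followed by Kinase-Glo detection reagent; luminescence was measured after 8 minutes at ambient temperature.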
# NPSR antagonist: neuropeptide S receptor (human) antagonism, cAMP; Q6W5P4; CHO-NPSR cells, cAMP TR-FRET, antagonist mode; Potency, µM (highest dose often 38.3 µM), for the others: at the top dose activity change, negative = inhibition, actives largely listed as inhibitors; 220,000 compounds, 1% hits; AID 1461; also: potency is read from the fitted curve at half-maximal effect; % is scaled to controls: 0 for no effect and ±100 for the full control effect; nearly all actives have a fitted effect of over 50% in size; many of its hits are not listed in these tables
# Target sequence (Q6W5P4 whole entry, looked up): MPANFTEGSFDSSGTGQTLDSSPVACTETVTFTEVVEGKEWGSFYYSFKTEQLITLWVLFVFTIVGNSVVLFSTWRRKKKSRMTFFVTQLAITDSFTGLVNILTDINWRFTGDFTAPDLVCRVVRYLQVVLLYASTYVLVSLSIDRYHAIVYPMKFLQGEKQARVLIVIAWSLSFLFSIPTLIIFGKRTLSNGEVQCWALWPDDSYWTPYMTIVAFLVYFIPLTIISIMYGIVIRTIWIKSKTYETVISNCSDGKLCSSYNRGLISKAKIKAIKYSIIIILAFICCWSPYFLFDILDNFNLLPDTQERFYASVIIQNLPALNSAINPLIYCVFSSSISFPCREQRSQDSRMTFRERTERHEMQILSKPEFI
# * = called active by the depositor; u = inconclusive; x = not tested or not shown; & = joins results of further samples; [ ] = dose if it differs, or a comment. Unless noted, calls follow the shape of the dose curve; as a rule, active = well fitted curve in the direction sought with a large enough effect; inconclusive = small, poorly fitted or top-dose-only effect, or another doubt; inactive = no such curve, though single readings can be large; an effect the other way counts as inactive or inconclusive. Not all compounds are listed. The share of hits here may be higher or lower than overall.
# Each structure is followed by: LMNA splice mod | CBFb-RUNX1 inh | Epigenetic derep | IMPase Li inh | HTT aggregate | KinaseGlo FLuc | NPSR antagonist
CC1CCC(NC(=O)CC2Oc3ccccc3NC2=O)CC1 (configuration not stated)
 : -2% | 1% | -0.2% | 5%[38.3 µM] | -9% | 1% | -3%[46.1 µM]
CCC(c1nnnn1Cc1ccc2c(c1)OCO2)N1CCN(CC)CC1 (configuration not stated)
 : 6%[46 µM] | 3% | 0.9% | 0% | 13%[9.22 µM] | 5% | 2%
COc1ccc2cc3cc(C(=O)Nc4ccccc4N4CCN(C)CC4)oc3nc2c1
 : u | 0% | -2.0% | 3%[38.3 µM] | 12% | 5% | -5%[46.1 µM]
CCN(CC)C(=S)Nc1ccc([N+](=O)[O-])cc1
 : -6% | -8% | -0.3% | -1% | 3% | -4% | 11%
CN(CC(=O)Nc1cccc(F)c1)CC(=O)Nc1cccc(S(N)(=O)=O)c1
 : x | 9% | 2.2% | x | -19%[9.22 µM] | x | 10%
Cc1occc1C(=O)Nc1nccs1
 : 8% | -3% | -1.0% | 9%[38.3 µM] | 10% | -8% | -1%[46.1 µM]
O=C(NCCN1CCOCC1)Nc1ccc(F)cc1
 : u | -1% | -2.2% | 6% | x | 0% | 12%
COc1cnc(-c2ccccn2)nc1Oc1cccc(Cl)c1
 : -2% | x | 0.0% | 19%[38.3 µM] | -20% | -2% | -15%[46.1 µM]
COc1cccc(C(=O)Cn2c(Br)nc3c2c(=O)n(C)c(=O)n3C)c1
 : 2% | 2% | -7.0% | -12%[38.3 µM] | -18% | 2% | -18%[46.1 µM]
CS(=O)(=O)N1CCC(C(=O)Nc2ccc(Oc3ccccc3)cc2)CC1
 : -6% | 7% | 0.0% | 27%[38.3 µM] | -24% | 1% | 6%[46.1 µM]
O=C(NCc1csc(-c2cccs2)n1)C1CCC1
 : 16%[46 µM] | 13% | 2.1% | x | 4%[9.22 µM] | x | -10%
COCCN1CCN(c2c3c(nc4cc(-c5cccc(F)c5)nn24)CCC3)CC1
 : -3% | 2% | -0.8% | 12% | 17% | 1% | -4%[46.1 µM]
CCc1nnc(NC(=O)c2cccc(OC)c2)s1
 : -7% | 4% | -0.8% | 29%[38.3 µM] | 29% | -1% | 2%[46.1 µM]
COc1ccc(O[C@@H]2O[C@H](COC(C)=O)[C@@H](OC(C)=O)[C@H](OC(C)=O)[C@H]2NC(C)=O)cc1
 : 5% | 7% | -0.7% | -5% | 14% | -1% | -1%
c1ccc(-c2csc(=Nc3cccnc3)n2CC2CCCO2)cc1 (configuration not stated)
 : u | -9% | 0.0% | 8% | -3% | 5% | 0%
CCOC(=O)c1cc(OC(=O)c2ccccc2Br)n(-c2ccccc2)n1
 : 11% | -5% | 1.7% | 24%[38.3 µM] | 4% | -1% | -4%[46.1 µM]
CC(C(=O)Nc1ccccc1F)N1C(=O)c2ccccc2C1=O (configuration not stated)
 : 1% | -2% | 0.0% | -6%[38.3 µM] | 11% | -3% | -3%[46.1 µM]
Cc1cc(C)c2c(c1)/C(=N/NC(=S)Nc1ccc(F)cc1)CCC2
 : -2% | -5% | 2.1% | 24%[38.3 µM] | 7% | -1% | -5%[46.1 µM]
Cc1ccc(-c2csc(=S)n2CC(=O)OCC(=O)NC(C)C(C)C)cc1 (configuration not stated)
 : 13% | -6% | -2.3% | -7%[38.3 µM] | -2% | 6% | -19%[46.1 µM]
CCCS(=O)(=O)N1CCCC(C(=O)NCCCN2CCN(c3ccccc3F)CC2)C1 (configuration not stated)
 : 22% | 5% | -1.4% | -5%[38.3 µM] | 21% | -4% | 3%[46.1 µM]
COc1ccc(C(=O)NNC(=O)c2ccccn2)cc1
 : -1% | 17% | -0.9% | 3% | 0% | 0.63µM* | 20%
Nc1c(-c2ccccc2)n[nH]c1-c1ccccc1
 : -21% | -4% | 1.0% | 21%[38.3 µM] | 6% | -9% | 3%[46.1 µM]
Cc1nnc2sc(SCC(=O)Nc3ccc(Cl)cc3)nn2c1=O
 : x | u | 5.4% | 10% | 6% | -3% | -4%
CCc1ccc(OCc2ccc(C(=O)NCc3ccccn3)o2)cc1
 : u | 9% | -3.4% | 0% | -6% | -1% | 9%[46.1 µM]
COc1ccc(Cc2nnc(N=Nc3c(O)[nH]c4ccc(Br)cc34)[nH]c2=O)cc1
 : -12%[46 µM] | 10% | u | 1% | -10% | 5% | -8%
CCC(CC)C(=O)N=C1SC2CS(=O)(=O)CC2N1CCc1ccc(OC)c(OC)c1 (configuration not stated)
 : x | 6% | -1.1% | x | 4%[9.22 µM] | x | -4%
CCN1CCN(CCCNC(=O)c2csc3c2CCCCC3)CC1
 : 2% | 5% | -1.1% | -9%[38.3 µM] | 9% | -4% | 8%[46.1 µM]
Cc1ccc(S(=O)(=O)Nc2ccccc2C(=O)OC(C)C(=O)Nc2ccc3ccccc3c2)cc1[N+](=O)[O-] (configuration not stated)
 : u | 0% | -1.8% | -6% | 7% | -6% | -1%
COc1ccccc1NC(=O)C(CCS(C)(=O)=O)N1C(=O)c2ccccc2C1=O (configuration not stated)
 : -2% | 0% | -1.0% | 7%[38.3 µM] | -5% | -1% | 0%[46.1 µM]
COc1cc(NC(=O)c2cc(-c3ccco3)on2)c(OC)cc1Cl
 : u | -3% | 0.7% | 11µM* | -4% | 0% | 8%[46.1 µM]
Cn1c(=O)c(C(=O)COC(=O)c2cc(-c3ccccc3)nc3ccccc23)c(N)n(Cc2ccccc2)c1=O
 : u | -1% | 4.9%&7.0% | -5%&17% | 15% | -2%&1% | -4%
O=C(O)COCC(=O)N1CCN(C2c3ccccc3-c3ccccc32)CC1
 : x | 8% | 0.1% | x | -8%[9.22 µM] | x | -23%
Cc1c(CN2CCC(C)CC2)c(=O)n(-c2ccccc2)n1C
 : 10% | -4% | 1.5% | -5%[38.3 µM] | -8% | -5% | -8%[46.1 µM]
Cc1cc(C)cc(NC(=S)NCc2ccc(F)cc2)c1
 : 7% | -1% | -0.9% | 0% | 10% | 3% | -19%
O=C(CSc1ncn[nH]1)Nc1ccc(Cl)c(Cl)c1
 : u | 10% | 0.0% | 4%[38.3 µM] | -9% | 2% | u
O=C1Nc2ccccc2OC1CC(=O)N1CCCC1 (configuration not stated)
 : -6% | -4% | -0.9% | 11%[38.3 µM] | 12% | 3% | -6%[46.1 µM]
CCOC(=O)c1sc(N=NC2=C(O)CCCC2=O)c(C(=O)OCC)c1C
 : x | u | -0.1% | 24% | 8% | 1% | 4%
COc1ccc(-n2c(SCC(=O)O)nnc2-c2ccc(NC(=O)c3ccccc3)cc2)cc1
 : x | 7% | -2.1% | x | -8%[9.22 µM] | x | 8%
OC(CNCCc1ccc(C(F)(F)F)cc1)COc1ccc2ccccc2c1 (configuration not stated)
 : -6% | -2% | 0.0% | -7% | u | 0% | -35%
CCc1nnc2sc(-c3cc(-c4ccccc4)nc4ccccc34)nn12
 : 3% | 6% | -1.1% | 33%[activator][38.3 µM] | u | 3% | -16%[46.1 µM]
CNC(=O)/C(C#N)=C/c1ccc(-c2ccc(Cl)cc2)o1
 : u | 3% | 2.5% | 6% | 12%[9.22 µM] | 0% | 6%
CCOC(=O)CC(=O)NC(CC(=O)OC)c1ccc(Br)cc1 (configuration not stated)
 : 24%[46 µM] | -5% | -0.1% | 1% | 1% | -1% | 0%
CCOC(=O)C(C)n1nc(-c2ccccc2)c2ccccc2c1=O (configuration not stated)
 : 3%[46 µM] | 17% | 0.5% | 21% | 2% | 4% | -15%
Cc1cc(NCCc2ccc(Cl)cc2)n2ncnc2n1
 : -6%[46 µM] | -5% | -0.5% | 8% | -6% | 2% | 11%
CC(C)(C)c1nnc(NC(=O)c2cccnc2)s1
 : 13%[46 µM] | 0% | 1.3% | -9% | 17% | -2% | 0%
Cc1nc(-c2nc(-c3c(C(=O)NNC(=O)Nc4ccccc4)noc3C)cs2)cs1
 : x | -1% | 4.7% | x | 15%[9.22 µM] | x | 8%
CC(C)C(=O)N1CCN(c2nc(-c3ccccc3)c3c(c2C#N)CCCC3)CC1
 : u | 24% | 0.8% | 30%[activator][38.3 µM] | -1%[9.22 µM] | 3% | u
CSc1ccccc1NC(=O)Cn1c(-c2cscn2)nc2ccccc21
 : 8% | 2% | -0.8% | 23%[38.3 µM] | -1% | 7% | -13%[46.1 µM]
Cc1ccc(OCCNC(=O)C(=O)NCc2ccco2)cc1
 : 0%[46 µM] | -7% | -7.9% | -3% | -9%[9.22 µM] | -2% | 15%
CC(C)c1csc2nc3n(c(=O)c12)CCCCC3
 : 11%[46 µM] | 2% | -0.2% | 18% | 2%[9.22 µM] | -3% | 5%
C/C=C/C=C\C(=O)Nc1cccc(C2=NOC3(C2)C[C@@H](C(N)=O)N(C(=O)c2cc([N+](=O)[O-])cc([N+](=O)[O-])c2)C3)c1 (some centres not stated)
 : x | -12% | 2.9% | x | 2%[9.22 µM] | x | 18%
CC(=O)O/N=C/c1c(N2CCOCC2)n(C)c2ccccc12
 : u | -7% | -1.3% | 2%[38.3 µM] | -29% | -7% | -12%[46.1 µM]

# Profiles from above:
# Record of `CC(C)C(=O)N1CCN(c2nc(-c3ccccc3)c3c(c2C#N)CCCC3)CC1` : LMNA splice mod: u; CBFb-RUNX1 inh: 24%; Epigenetic derep: 0.8%; IMPase Li inh: 30%[activator][38.3 µM]; HTT aggregate: -1%[9.22 µM]; KinaseGlo FLuc: 3%; NPSR antagonist: u
# Record of `Cc1nc(-c2nc(-c3c(C(=O)NNC(=O)Nc4ccccc4)noc3C)cs2)cs1` : LMNA splice mod: x; CBFb-RUNX1 inh: -1%; Epigenetic derep: 4.7%; IMPase Li inh: x; HTT aggregate: 15%[9.22 µM]; KinaseGlo FLuc: x; NPSR antagonist: 8%
# Record of `Cc1ccc(OCCNC(=O)C(=O)NCc2ccco2)cc1` : LMNA splice mod: 0%[46 µM]; CBFb-RUNX1 inh: -7%; Epigenetic derep: -7.9%; IMPase Li inh: -3%; HTT aggregate: -9%[9.22 µM]; KinaseGlo FLuc: -2%; NPSR antagonist: 15%

# Bioassay records (PubChem BioAssay)
